Screening data from PubChem BioAssay.
LYPLA2 inh: LYPLA2 inhibitors, primary screen, counter-screen for PME1 inhibitor project, biochemical, fluorescence polarization, FP-Rh probe ABPP. recombinant LYPLA2. actives 0.38% (n = 320,000). AID 2177, 2009. inhibition, % at 5.9 µM;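 active means inhibition above the screen-wide mean plus 3 SD, limit set per campaign, cut at about 26% in these data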;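 further: 0% = LYPLA2 with DMSO and 100% = wells lacking LYPLA2 enzyme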
PME-1 primary: PME-1 inhibitors via competitive probe labeling, primary screen, biochemical, fluorescence polarization, FP-Rh probe, HTS | AID 2130, 2009 | recombinant PME-1 | Protein phosphatase methylesterase 1 (Homo sapiens), Q9Y570 | actives 0.53% (n = 320,000) | inhibition, % at 5.9 µM;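 active means inhibition above the campaign mean of all compounds plus 3 SD, cut at about 26% in these data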;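 further: competitive labeling of PME-1 active site by serine hydrolase directed probe; 0% = PME-1 with DMSO and 100% = wells lacking PME-1 enzyme; inhibitors block probe labeling so polarization falls and inhibition rises; many of its hits are not listed in these tables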
Target sequence (Q9Y570 whole entry, looked up): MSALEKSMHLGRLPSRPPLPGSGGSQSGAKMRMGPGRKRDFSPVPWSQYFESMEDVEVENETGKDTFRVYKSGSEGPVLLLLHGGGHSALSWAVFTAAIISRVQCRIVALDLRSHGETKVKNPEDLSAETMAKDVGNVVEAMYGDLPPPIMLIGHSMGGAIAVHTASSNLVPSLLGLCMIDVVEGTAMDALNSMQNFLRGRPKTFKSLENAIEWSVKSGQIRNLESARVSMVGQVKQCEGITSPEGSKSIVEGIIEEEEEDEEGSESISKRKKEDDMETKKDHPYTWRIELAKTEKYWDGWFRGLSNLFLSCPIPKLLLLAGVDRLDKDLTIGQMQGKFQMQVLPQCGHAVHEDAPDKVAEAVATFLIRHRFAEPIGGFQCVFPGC
PAFAH2 FP inh: PAFAH2 enzyme inhibitors, primary screen, biochemical, fluorescence polarization, human; inhibition, % at 3.39 µM; actives 0.99% (n = 340,000); Platelet-activating factor acetylhydrolase 2, cytoplasmic (Homo sapiens), Q99487; recombinant PAFAH2, FP-rhodamine activity probe;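 active means inhibition above the mean over all tested compounds plus 3 SD, cut at about 30% in these data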;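 further: inhibitors block probe labeling of enzyme so polarization drops; 0% = enzyme with DMSO and 100% = wells lacking PAFAH2 protein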
LYPLA1 inh: LYPLA1 inhibitors, primary screen, counter-screen for PME1 inhibitor project, biochemical, fluorescence polarization, FP-Rh probe ABPP. Acyl-protein thioesterase 1 (Homo sapiens), O75608. recombinant LYPLA1. inhibition, % at 5.9 µM. actives 0.16% (n = 320,000);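 active means inhibition above the mean of all tested compounds plus 3 SD, set per campaign, cut at about 14% in these data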;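 further: inhibitors block serine hydrolase probe labeling of LYPLA1 so polarization falls; 0% = enzyme with DMSO and 100% = wells lacking LYPLA1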
PAD4 inh: human PAD4 inhibitors, primary screen, biochemical, fluorescence polarization, 1536-well format. Protein-arginine deiminase type-4 (Homo sapiens), Q9UM07. recombinant PAD4, RCA probe fluorescence polarization. inhibition, % at 6.36 µM. actives 0.41% (n = 330,000);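 active means percent inhibition above a cutoff equal to the mean of all tested compounds plus 3 SD, cut at about 15% in these data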;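 further: 0% = PAD4 with RCA probe and DMSO and 100% = probe without PAD4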
Target sequence (Q9UM07 whole entry, looked up): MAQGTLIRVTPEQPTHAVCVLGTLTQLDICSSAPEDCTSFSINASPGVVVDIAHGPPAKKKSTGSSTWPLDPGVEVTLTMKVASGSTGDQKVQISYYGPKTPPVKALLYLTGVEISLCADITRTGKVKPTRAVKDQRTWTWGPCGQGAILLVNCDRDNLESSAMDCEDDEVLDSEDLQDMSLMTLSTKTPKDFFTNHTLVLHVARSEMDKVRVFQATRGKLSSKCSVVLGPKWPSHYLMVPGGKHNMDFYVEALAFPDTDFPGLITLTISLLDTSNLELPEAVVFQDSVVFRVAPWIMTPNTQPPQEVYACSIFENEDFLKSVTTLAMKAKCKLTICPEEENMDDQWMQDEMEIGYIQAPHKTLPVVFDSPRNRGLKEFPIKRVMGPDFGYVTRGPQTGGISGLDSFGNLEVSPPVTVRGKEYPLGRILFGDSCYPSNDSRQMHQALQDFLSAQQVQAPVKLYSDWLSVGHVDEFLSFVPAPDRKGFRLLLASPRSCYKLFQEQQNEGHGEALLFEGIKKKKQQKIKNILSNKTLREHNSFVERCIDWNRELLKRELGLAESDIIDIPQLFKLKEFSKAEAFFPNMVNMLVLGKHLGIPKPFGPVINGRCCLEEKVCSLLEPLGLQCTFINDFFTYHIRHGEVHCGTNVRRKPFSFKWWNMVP
PAFAH1B3 FP inh: PAFAH1B3 enzyme inhibitors, primary screen, biochemical, fluorescence polarization, human; recombinant PAFAH1B3, FP-rhodamine probe; AID 492972, 2010; actives 0.28% (n = 340,000); inhibition, % at 3.39 µM;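 active means inhibition above the screen-wide average of all tested compounds plus 3 SD, cut at about 25% in these data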;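 further: 0% = enzyme with DMSO only and 100% = wells lacking PAFAH1B3 protein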
GSTO1 inh: inhibitors of recombinant GSTO1, primary screen, counter-screen for RBBP9 inhibitor project, biochemical, fluorescence polarization; activity-based probe fluorescence polarization; Glutathione S-transferase omega-1 (Homo sapiens), P78417; actives 1.1% (n = 300,000); inhibition, % at 5.96 µM;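 active means inhibition above the campaign mean inhibition plus 3 SD, cut at about 35% in these data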;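 further: 0% = GSTO1-1 with DMSO and 100% = wells lacking GSTO1-1 enzyme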
PAFAH1B2 FP inh: PAFAH1B2 enzyme inhibitors, primary screen, biochemical, fluorescence polarization, human. Platelet-activating factor acetylhydrolase IB subunit alpha2 (Homo sapiens), P68402. recombinant PAFAH1B2, FP-rhodamine activity probe. inhibition, % at 3.39 µM. actives 1.2% (n = 340,000). AID 492953, 2010;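 active means inhibition above the mean of all tested compounds plus 3 SD, cut at about 24% in these data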;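 further: 0% = enzyme with DMSO and 100% = wells lacking PAFAH1B2; many of its hits are not listed in these tables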
pPAFAH FP inh: pPAFAH enzyme inhibitors, primary screen, biochemical, fluorescence polarization, human | AID 463082, 2010 | recombinant pPAFAH, FP-rhodamine probe fluorescence polarization | Platelet-activating factor acetylhydrolase (Homo sapiens), Q13093 | actives 1.5% (n = 330,000) | inhibition, % at 3.39 µM;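 active means inhibition above the mean inhibition across the screen plus 3 SD, cut at about 25% in these data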;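 further: inhibitors block binding of the rhodamine activity-based probe so polarization drops; 0% = enzyme with DMSO and 100% = wells lacking pPAFAH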
Starred values were filed as active, the others as inactive; . = not tested or not shown. An excerpt; count on the stated rates, not on these rows.

SMILES	LYPLA2 inh	PME-1 primary	PAFAH2 FP inh	LYPLA1 inh	PAD4 inh	PAFAH1B3 FP inh	GSTO1 inh	PAFAH1B2 FP inh	pPAFAH FP inh
O=C(NC12CC3CC(CC(C3)C1)C2)OCCNC1CCCCC1	-3.6	-1.2	-0.5	-2.5	3.4	-2.8	-1.4	3.0	1.5
CC(=O)Nc1ccc(Nc2cc(C)nc3ccccc23)cc1	2.6	-13.7	1.4	1.1	-2.2	5.5	9.7	2.9	2.4
C=C1CCC(O)C2(C)CCC3C(C)C(=O)OC3C12O (stereo not given)	-6.3	3.9	-3.6	-0.1	-5.7	-1.6	3.1	3.2	4.7
CCCCn1c(N)c(N(CC(C)C)C(=O)COC(=O)Cc2cccc(OC)c2)c(=O)[nH]c1=O	2.7	5.6	-4.9	3.2	0.2	2.8	-0.6	-5.8	0.8
CCOc1ccc(C(=O)NC(=S)Nc2cccc(NC(=O)c3ccco3)c2)cc1[N+](=O)[O-]	9.0	-30.4	-16.0	1.6	1.6	2.7	-10.2	4.8	-6.1
CCn1c(SCC(=O)Nc2ccccc2N2CCOCC2)nnc1-c1ccccc1O	5.3	1.4	5.9	-1.6	2.1	2.4	-3.1	0.8	4.3
CC1CCCN(CC(=O)Nc2cc(S(=O)(=O)N3CCOCC3)ccc2N2CCCC2)C1 (stereo not given)	3.3	3.2	-1.7	3.4	-6.1	-1.9	.	-2.3	-1.8
Cc1cc(C)n(-c2nnc(NC34CC5CC(CC(C5)C3)C4)nn2)n1	0.0	3.1	8.5	-4.8	1.2	10.7	4.9	21.6	-2.1
COc1ccc(NS(=O)(=O)c2ccc(C)c(C(=O)NNC(=O)c3csc(N4CCOCC4)n3)c2)cc1	0.1	-2.6	-1.8	-5.0	1.6	7.3	-5.8	-0.2	5.3
Cc1cc(C)cc(Nc2ccc([N+](=O)[O-])nc2[N+](=O)[O-])c1	4.5	-0.9	-0.8	-1.2	1.5	6.9	4.3	3.3	3.4
CCOc1ncccc1C(=O)Nc1ccc2c(c1)OCO2	6.5	0.0	7.8	0.8	-3.0	6.5	5.2	5.7	2.6
Cc1nc2c(ccc3nc(NC(=O)c4ccc5c(c4)OCCO5)sc32)s1	-9.4	-37.7	-0.5	-7.5	-2.8	-13.7	-32.3	-6.1	-1.5
COc1ccc(Cn2c(=O)[nH]c3cc(OC)c(OC)cc3c2=O)cc1	-0.7	-1.2	0.9	-0.8	1.4	2.3	-4.5	2.2	-4.5
COc1cc2c3c(c1)/C(=C1/SC(=S)NC1=O)C(=O)N3C(C)(C)C=C2C	-3.4	10.8	8.2	3.6	-0.8	3.1	16.4	3.8	4.2
CCO[C@@H]1OC(C(=O)N2CCN(Cc3ccccc3)CC2)=C[C@H](c2cn(C(C)=O)c3ccccc23)[C@H]1CCCO	4.0	71.1*	0.1	-0.9	3.6	11.2	-0.8	-3.4	1.4
CC1CCN(C2=C(NS(=O)(=O)c3ccc(Br)cc3)C(=O)c3ccccc3C2=O)CC1	8.6	3.4	12.0	1.1	-8.9	3.2	32.2	10.9	9.2
O=C(COc1ccc(C(=S)N2CCCC2)cc1)Nc1ccccc1C(F)(F)F	-0.3	-0.8	4.8	1.9	-2.1	4.1	2.5	3.4	0.4
CN(C)S(=O)(=O)c1cccc(NC(=S)NCCc2ccccn2)c1	4.0	-1.1	13.4	1.4	-5.6	3.0	7.2	2.5	4.0
CCOC(=O)c1c(S(=O)(=O)NCC(=O)Nc2ccccc2F)c(C)n(C)c1C	-7.6	-21.1	2.0	-5.4	-1.5	4.9	0.8	1.6	-2.6
CCN1C(=O)CS/C1=N\S(=O)(=O)c1ccc(Cl)cc1	-4.2	0.5	4.4	-1.7	5.4	4.2	-2.8	-2.6	1.4
C=CCN(CC=C)CCOc1cc(C)ccc1[N+](=O)[O-]	1.7	-0.8	0.9	0.6	-1.8	5.2	4.7	3.6	-0.5
CC1Cc2ccccc2N1CC(=O)NC(=O)NCc1ccccc1 (stereo not given)	4.5	1.1	-5.9	1.9	1.4	-1.4	6.1	8.9	6.8
CCOc1ccccc1C(C(=O)NC1CCCC1)N(Cc1ccco1)C(=O)CNC(=O)c1ccco1 (stereo not given)	-1.4	0.1	2.6	1.7	-6.0	14.2	-4.3	2.3	4.7
COC(=O)CSc1ccc2nnc(CCNS(=O)(=O)c3ccc(C)cc3)n2n1	4.1	-3.4	4.8	-0.5	-4.1	4.7	4.5	2.4	-0.3
CCCCc1ccc(S(=O)(=O)N2CCN(C(=O)c3ccco3)CC2)cc1	2.1	8.7	-1.0	1.7	1.3	-3.5	-6.0	1.4	-2.4
Cc1snc(SCc2ccc(F)cc2)c1C#N	-0.8	-4.5	-5.5	3.0	-7.2	11.9	-1.6	7.1	-4.4
O=C(CSc1nnc(Cn2c(=O)sc3ccccc32)n1-c1ccccc1)N1CCCC1	0.5	0.9	4.4	1.1	-1.7	-0.5	4.1	5.1	4.2
CC(C)NC(=O)CCCn1c(=S)[nH]c2cc3c(cc2c1=O)OCO3	-12.9	-3.8	3.1	-5.9	1.0	3.8	9.2	11.0	-3.2
CCOC(=O)N1CCC(NC(=O)CCC(=O)c2ccccc2)CC1	-2.0	-2.3	2.0	-2.5	4.2	2.6	4.2	-0.1	-7.8
N#Cc1cccn1-c1nccs1	4.2	0.4	5.7	0.2	2.7	6.5	-4.6	-1.2	4.7
Cc1cccc(NC(=O)Cn2c(=O)n3nc(CCn4nc(C)cc4C)nc3c3ccccc32)c1	1.5	-0.9	1.4	-0.9	-0.3	0.1	1.2	0.7	1.7
COc1ccc(N2CCN(C(=O)COCc3cc(-c4ccc5c(c4)OCO5)on3)CC2)cc1	6.1	-1.4	5.6	-0.8	-3.4	1.1	-7.6	-4.7	11.3
CCOP(=O)(OCC)C(Nc1ccc(F)cc1)c1ccccc1 (stereo not given)	-1.5	2.2	.	2.5	3.9	.	-8.9	.	-1.7
COc1cccc(CNC(=O)c2cccc(NC3=NC4CS(=O)(=O)CC4S3)c2)c1 (stereo not given)	1.9	2.8	5.8	0.6	-1.9	-4.2	-5.2	-2.4	3.8
COc1ccc(CCNc2ccc(C(CC(N)=O)NC(=O)Cc3cccc4ccccc34)cc2[N+](=O)[O-])cc1 (stereo not given)	-12.0	-6.1	-10.8	-9.4	-4.1	-8.8	-0.2	19.1	-2.9
COc1cccc(CN2CCNC(=O)C2CC(=O)NCC2CCOCC2)c1 (stereo not given)	-0.2	-8.5	-5.7	1.4	-3.4	11.2	0.7	0.7	4.7
Cc1ccc(CSc2nnc(-c3cccc(S(=O)(=O)N4CCOCC4)c3)n2CC(C)C)cc1	0.8	1.4	-2.7	0.2	4.9	-9.8	5.5	7.9	0.7
Cc1ccc(/C=C/S(=O)(=O)NCC(=O)OCC(=O)Nc2ccc(C(N)=O)cc2)cc1	-1.0	-1.1	-2.6	-0.9	1.7	3.2	2.7	-2.3	1.2
CCc1ccc(NC(=O)c2ccnc(C(C)(C)C)c2)cc1	1.2	3.7	4.4	0.8	-1.4	-5.9	-4.3	-0.8	2.7
CCOC(=O)c1[nH]c2ccc(OC)cc2c1NC(=O)CN1CCc2ccccc2C1	-0.7	6.6	-10.4	-5.0	-4.0	-2.9	51.3*	5.2	4.5
O=C1NC(c2ccccc2)=C(c2ccccc2)C1=O	2.2	5.7	-5.8	-3.3	2.7	-1.8	2.8	3.2	1.9
O=C(CCc1ccc(S(=O)(=O)N2CCOCC2)cc1)Nc1nccs1	5.9	4.1	0.0	2.9	-2.6	10.1	-3.2	3.7	4.6
CN(C)CCCN(C(=O)c1ccc(S(=O)(=O)N2CCCC2)cc1)c1nc2c(F)cc(F)cc2s1	4.0	1.8	-3.5	1.4	0.9	-0.6	3.6	-1.3	5.2
O=C(c1ccco1)N1CCN(C(=O)C2CC(c3ccccc3F)=NO2)CC1 (stereo not given)	8.4	3.9	11.4	2.6	0.8	9.4	8.0	-2.1	6.2
S=C(Nc1cccc(Cl)c1)N1CCN(c2ccccn2)CC1	-8.9	3.5	0.7	-3.8	-3.2	7.8	2.7	-2.3	-3.6
CN(C)c1oc(COc2ccccc2F)nc1C#N	-1.3	-0.1	0.7	-0.9	-5.2	-5.1	-3.0	7.1	0.3
CC1=CC2=NC(=O)/C(=C\c3cccn3CCOc3ccccc3C)C(=N)N2O1	-8.4	6.8	-20.4	-6.0	-5.2	1.7	-5.4	-0.8	-0.6
COc1ccccc1S(=O)(=O)Nc1ccc2nc(C)sc2c1	.	.	0.2	.	0.6	3.3	.	-0.7	-4.8
CC1CC(C)CN(CCCNC(=O)C2CCCN(c3ncnc4c3nc3n4CCCCC3)C2)C1 (stereo not given)	1.2	-1.1	2.4	3.8	-2.2	-0.7	5.2	2.4	2.3
O=C(c1cccc(N2C(=O)C3C4C=CC(C4)C3C2=O)c1)N1CCN(c2ccccc2F)CC1 (stereo not given)	2.6	-3.5	5.9	0.1	-4.1	4.0	0.4	3.9	1.8
Cc1ccccc1C(=O)Nc1cc(S(=O)(=O)N2CCOCC2)ccc1N1CCN(C)CC1	-4.8	0.2	3.0	-2.2	-1.8	-4.8	.	-3.3	-4.3
COc1cc(Cc2nccc3cc(OC)c(OC)cc23)c(S(=O)(=O)O)cc1OC	0.5	0.6	6.7	0.0	-13.2	9.3	6.4	7.3	-1.3
CCOC(=O)Cn1nc(C)n(-c2c(C)cccc2C)c1=O	-2.3	-0.7	-1.2	-4.2	-1.1	6.6	6.2	-3.7	-2.4
CCCS(=O)(=O)N1CCCC(C(=O)NCc2ccco2)C1 (stereo not given)	3.6	-6.9	1.0	-3.4	2.9	1.2	18.4	-0.3	0.1
Cc1ccc(S(=O)(=O)N(C)CC(=O)N2CCCCCC2)cc1	1.9	2.6	2.8	-0.1	-1.9	8.3	2.6	2.0	2.6
COC(=O)c1cc(C(=O)N2CCN(c3cccc(C)c3C)CC2)cc([N+](=O)[O-])c1	0.1	-3.4	0.2	-1.7	-1.8	1.4	6.1	-3.8	-1.1
CCOc1ccc(Br)cc1S(=O)(=O)NCc1ccncc1	8.3	0.1	.	3.0	-2.6	.	-6.9	.	0.4
CCCCNC(=O)Nc1nnc(SCC(=O)OCC)s1	10.1	1.8	3.2	2.4	-1.1	7.5	-4.6	-2.6	1.1
